TcdB inh: inhibitors of Clostridioides difficile toxin B glycohydrolase; P18177; TcdB glycohydrolase enzymatic assay, plate reader; inhibition, % at 9.99 µM; 0.24% of 350,000 active; AID 652162; in the data active = inhibition above about 10%
Target sequence (P18177 whole entry, looked up): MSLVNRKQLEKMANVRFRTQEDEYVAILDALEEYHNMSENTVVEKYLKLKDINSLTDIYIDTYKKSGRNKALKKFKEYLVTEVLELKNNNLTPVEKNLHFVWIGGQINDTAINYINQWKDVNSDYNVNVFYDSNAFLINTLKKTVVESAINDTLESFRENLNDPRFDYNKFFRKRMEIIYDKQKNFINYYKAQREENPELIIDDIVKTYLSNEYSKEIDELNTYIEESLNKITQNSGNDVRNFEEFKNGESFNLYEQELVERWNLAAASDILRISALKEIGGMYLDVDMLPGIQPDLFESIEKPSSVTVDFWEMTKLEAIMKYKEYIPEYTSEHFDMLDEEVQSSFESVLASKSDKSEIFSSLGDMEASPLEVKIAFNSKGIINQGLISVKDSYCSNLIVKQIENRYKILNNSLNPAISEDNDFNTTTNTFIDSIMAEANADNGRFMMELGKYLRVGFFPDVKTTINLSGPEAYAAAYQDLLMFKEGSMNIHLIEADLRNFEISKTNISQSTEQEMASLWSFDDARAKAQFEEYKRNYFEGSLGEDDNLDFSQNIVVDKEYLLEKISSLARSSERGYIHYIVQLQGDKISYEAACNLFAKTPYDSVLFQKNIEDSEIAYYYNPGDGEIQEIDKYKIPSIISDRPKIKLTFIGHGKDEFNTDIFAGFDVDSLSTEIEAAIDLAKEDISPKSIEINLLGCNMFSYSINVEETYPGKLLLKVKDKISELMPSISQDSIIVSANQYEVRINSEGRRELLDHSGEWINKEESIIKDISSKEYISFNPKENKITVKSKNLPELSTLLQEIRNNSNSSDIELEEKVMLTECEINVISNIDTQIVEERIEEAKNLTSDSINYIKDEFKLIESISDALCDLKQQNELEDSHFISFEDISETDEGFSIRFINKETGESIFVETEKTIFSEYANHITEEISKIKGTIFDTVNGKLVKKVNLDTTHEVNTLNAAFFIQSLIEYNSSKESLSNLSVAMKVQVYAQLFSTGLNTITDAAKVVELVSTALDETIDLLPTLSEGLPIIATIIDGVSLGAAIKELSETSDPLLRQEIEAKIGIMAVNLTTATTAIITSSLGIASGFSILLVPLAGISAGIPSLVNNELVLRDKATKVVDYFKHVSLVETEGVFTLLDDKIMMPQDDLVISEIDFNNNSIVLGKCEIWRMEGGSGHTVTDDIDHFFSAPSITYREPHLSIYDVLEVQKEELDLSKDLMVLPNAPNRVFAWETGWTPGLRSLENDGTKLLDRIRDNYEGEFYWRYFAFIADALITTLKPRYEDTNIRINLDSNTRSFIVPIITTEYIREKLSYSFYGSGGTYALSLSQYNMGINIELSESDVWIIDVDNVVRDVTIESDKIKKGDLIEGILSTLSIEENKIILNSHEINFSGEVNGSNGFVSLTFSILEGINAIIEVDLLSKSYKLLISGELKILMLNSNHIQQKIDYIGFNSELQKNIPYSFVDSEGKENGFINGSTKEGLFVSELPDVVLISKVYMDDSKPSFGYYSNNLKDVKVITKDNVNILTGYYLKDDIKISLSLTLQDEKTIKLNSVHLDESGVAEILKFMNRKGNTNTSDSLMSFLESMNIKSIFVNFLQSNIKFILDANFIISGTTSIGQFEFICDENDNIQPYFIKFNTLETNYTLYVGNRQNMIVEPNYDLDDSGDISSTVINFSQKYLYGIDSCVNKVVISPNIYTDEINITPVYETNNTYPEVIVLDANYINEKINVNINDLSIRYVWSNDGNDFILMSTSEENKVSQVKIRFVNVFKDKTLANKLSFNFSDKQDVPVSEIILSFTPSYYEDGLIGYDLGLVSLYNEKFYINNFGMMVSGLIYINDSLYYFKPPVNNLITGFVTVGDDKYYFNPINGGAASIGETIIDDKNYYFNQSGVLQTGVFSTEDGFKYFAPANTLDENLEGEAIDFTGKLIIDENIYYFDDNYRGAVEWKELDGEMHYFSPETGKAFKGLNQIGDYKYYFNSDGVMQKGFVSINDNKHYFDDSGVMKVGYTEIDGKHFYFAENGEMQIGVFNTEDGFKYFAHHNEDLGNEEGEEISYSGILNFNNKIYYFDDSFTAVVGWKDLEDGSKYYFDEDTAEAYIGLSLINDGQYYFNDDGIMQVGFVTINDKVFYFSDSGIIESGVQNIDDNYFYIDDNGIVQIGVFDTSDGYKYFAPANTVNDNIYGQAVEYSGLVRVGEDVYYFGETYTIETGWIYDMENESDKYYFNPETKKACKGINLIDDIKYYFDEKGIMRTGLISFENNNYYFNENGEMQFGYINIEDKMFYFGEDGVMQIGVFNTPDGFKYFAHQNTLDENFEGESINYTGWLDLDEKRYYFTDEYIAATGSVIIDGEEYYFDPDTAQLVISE
Active calls of the source: *.

canonical_smiles	TcdB inh
COc1ccc(NC(=O)Nc2ccc3c(c2)C(=O)N([C@H](C)CO)C[C@@H](C)[C@@H](CN(C)S(=O)(=O)c2ccc(F)cc2)OCCCC[C@@H](C)O3)cc1	-2.1
C[C@H]1CN([C@@H](C)CO)C(=O)c2cc(C#Cc3ccccn3)cnc2O[C@H]1CN(C)Cc1cncnc1	-0.4
C[C@@H]1CN([C@H](C)CO)C(=O)c2cc(NC(=O)Nc3ccccc3)ccc2O[C@H]1CN(C)S(=O)(=O)c1ccc(F)cc1	-3.1
C[C@@H]1CN([C@H](C)CO)S(=O)(=O)c2ccc(/C=C/c3ccccc3)cc2O[C@@H]1CN(C)C(=O)c1ccccc1	-1.0
CCCC(=O)N1CC2(CN(C(=O)NC(C)C)C2)c2c(n(C)c3cc(OC)ccc23)[C@@H]1CO	1.6
C[C@@H]1CN([C@@H](C)CO)C(=O)c2cc(NS(C)(=O)=O)ccc2O[C@@H](C)CCCCO[C@H]1CN(C)C(=O)Cc1ccccc1	-0.2
Cc1ccc(S(=O)(=O)N[C@@H]2C=C[C@H](CC(=O)NCCN3CCCCC3)O[C@H]2CO)cc1	-0.3
Cc1ccc(S(=O)(=O)N[C@H]2CC[C@H](CCNC(=O)C3CCCC3)O[C@H]2CO)cc1	-0.1
C[C@H]1CCCCO[C@@H](CN(C)C)[C@@H](C)CN([C@@H](C)CO)C(=O)c2cc(NC(=O)Nc3ccc(C(F)(F)F)cc3)ccc2O1	0.5
O=C(C[C@H]1CC[C@H]2[C@@H](COC[C@H](O)CN2S(=O)(=O)c2cccc(F)c2)O1)NCCCN1CCOCC1	-0.2
COc1ccc(S(=O)(=O)N(C)C[C@@H]2Oc3ccc(NS(=O)(=O)c4cn(C)cn4)cc3CC(=O)N([C@H](C)CO)C[C@@H]2C)cc1	-0.1
COCC(=O)NC[C@H]1[C@H](c2ccc(-c3ccccc3)cc2)[C@H](CO)N1C(C)=O	-8.7
N#C[C@H]1[C@@H](c2ccc(C#Cc3ccccc3F)cc2)[C@H](CO)N1C(=O)c1cccnc1	0.7
CN(C)CC#Cc1ccc([C@@H]2[C@@H](CO)N3CCCCN(C(=O)CN(C)C)C[C@@H]23)cc1	-0.5
CC=Cc1ccc2n(c1=O)C[C@@H]1N[C@H]2[C@H](C(=O)NCCc2ccccc2)[C@H]1CO (mixture of isomers)	-0.1
CCCNC(=O)C[C@H]1CC[C@H]2[C@@H](COc3ccc(NC(=O)Cc4ccccc4)cc3C(=O)N2C)O1	0.4
C[C@H]1CN([C@@H](C)CO)C(=O)c2cc(C#CC3CCCC3)cnc2O[C@@H]1CN(C)S(C)(=O)=O	1.3
O=C(C1CCCCC1)N1CC(=O)N2[C@H](C1)[C@H](c1ccc(C#Cc3cccc(F)c3)cc1)[C@@H]2CO	0.3
CCOC(=O)c1cc2c(c(-c3cccc(-c4cccc(OC)c4)c3)n1)[C@H](CCO)N(S(=O)C(C)(C)C)C2 (some centres undefined)	0.4
O=C(NCC[C@@H]1CC[C@@H](NS(=O)(=O)c2ccc(F)cc2)[C@H](CO)O1)c1ccccc1F	-0.7

Sorted by length of the SMILES (rising): part of the list above
canonical_smiles	TcdB inh
N#C[C@H]1[C@@H](c2ccc(C#Cc3ccccc3F)cc2)[C@H](CO)N1C(=O)c1cccnc1	0.7
CN(C)CC#Cc1ccc([C@@H]2[C@@H](CO)N3CCCCN(C(=O)CN(C)C)C[C@@H]23)cc1	-0.5
COc1ccc(S(=O)(=O)N(C)C[C@@H]2Oc3ccc(NS(=O)(=O)c4cn(C)cn4)cc3CC(=O)N([C@H](C)CO)C[C@@H]2C)cc1	-0.1

Later entries:
canonical_smiles	TcdB inh
CCCNC(=O)C[C@H]1CC[C@@H]2[C@@H](COc3ccc(NC(=O)c4cccc(C(F)(F)F)c4)cc3C(=O)N2C)O1	3.2
CO[C@@H]1CN(C)C(=O)c2ccc(NS(C)(=O)=O)cc2OC[C@@H](C)N(Cc2cncnc2)C[C@H]1C	-0.1
Cc1noc(C)c1NC(=O)N(C)C[C@H]1Oc2c(NC(=O)CCCCCC(=O)Nc3ccccc3N)cccc2C(=O)N([C@@H](C)CO)C[C@@H]1C	-2.2
CCNC(=O)Nc1ccc2c(c1)C(=O)N(C)[C@@H]1CC[C@H](CC(=O)NCCOC)O[C@@H]1CO2	0.7
C[C@@H]1CN([C@H](C)CO)C(=O)c2cc(NC(=O)Nc3ccc(F)cc3)ccc2O[C@@H]1CN(C)S(=O)(=O)c1cn(C)cn1	-15.0
CO[C@H]1CC[C@H]2CCN(C)C(=O)[C@@H](C)N(C)C(=O)c3cc(C#N)ccc3OC[C@H]1O2	0.5
C[C@@H]1CN([C@H](C)CO)C(=O)Cc2cc(NC(=O)Nc3ccc(F)cc3)ccc2O[C@@H]1CN(C)C(=O)Nc1cccc2ccccc12	-0.5
O=C1N[C@H](c2ccccc2)COCc2cn(nn2)CC[C@@H]1Cc1ccccc1	0.5
CN1C(=O)c2cc(NC(=O)Nc3ccccc3F)ccc2OC[C@H]2O[C@H](CC(=O)NCCc3ccncc3)CC[C@H]21	2.1
C[C@H](CO)N1C[C@H](C)[C@H](CN(C)S(=O)(=O)c2cn(C)cn2)OCCCC[C@H](C)Oc2ccc(NC(=O)NC3CCCCC3)cc2C1=O	1.4
C[C@H](CO)N1C[C@H](C)[C@@H](CN(C)C(=O)Cc2ccncc2)Oc2cc(C#CC3CC3)ccc2S1(=O)=O	-0.4
Cc1noc(C)c1S(=O)(=O)Nc1ccc2c(c1)C(=O)N([C@@H](C)CO)C[C@H](C)[C@@H](CN(C)S(C)(=O)=O)O2	-0.3
CN1CCN(C(=O)C[C@@H]2C=C[C@H](NS(=O)(=O)c3cccc(F)c3)[C@H](CO)O2)CC1	-1.4
CCCNC(=O)C[C@@H]1CC[C@@H]2[C@H](COc3ccc(NC(=O)c4cccc(OC)c4)cc3C(=O)N2C)O1	-2.2
C[C@H](CO)N1C[C@H](C)[C@H](CN(C)C(=O)CN(C)C)Oc2ncc(C3=CCCC3)cc2C1=O	-0.7
Cc1ccccc1S(=O)(=O)N1C[C@@H](O)COC[C@@H]2O[C@H](CC(=O)NCc3ccccc3Cl)CC[C@H]21	-0.8
C[C@H]1CN([C@@H](C)CO)C(=O)c2cccc(NC(=O)c3ccncc3)c2O[C@@H]1CN(C)S(=O)(=O)c1cccs1	0.1
Cc1ccccc1S(=O)(=O)N1CCCCN2[C@H](CO)[C@@H](c3ccc(C#CCN(C)C)cc3)[C@@H]2C1	0.9
COCCNC(=O)C[C@@H]1C[C@@H]2c3cc(NC(=O)c4cccnc4)ccc3O[C@@H]2[C@H](CO)O1	0.2
COc1ccc(S(=O)(=O)Nc2ccc3c(c2)C(=O)N([C@H](C)CO)C[C@@H](C)[C@@H](CN(C)C(=O)Nc2ccc(F)cc2)O3)cc1	-0.3

Retrieved one by one from the entries so far:
canonical_smiles	TcdB inh
C[C@@H]1CN([C@H](C)CO)C(=O)Cc2cc(NC(=O)Nc3ccc(F)cc3)ccc2O[C@@H]1CN(C)C(=O)Nc1cccc2ccccc12	-0.5
O=C1N[C@H](c2ccccc2)COCc2cn(nn2)CC[C@@H]1Cc1ccccc1	0.5
C[C@H]1CN([C@@H](C)CO)C(=O)c2cccc(NC(=O)c3ccncc3)c2O[C@@H]1CN(C)S(=O)(=O)c1cccs1	0.1

Taken from the results shown, two compounds:
canonical_smiles	TcdB inh
C[C@H](CO)N1C[C@H](C)[C@H](CN(C)C(=O)CN(C)C)Oc2ncc(C3=CCCC3)cc2C1=O	-0.7
Cc1ccccc1S(=O)(=O)N1C[C@@H](O)COC[C@@H]2O[C@H](CC(=O)NCc3ccccc3Cl)CC[C@H]21	-0.8

Following part
canonical_smiles	TcdB inh
Cc1noc(C)c1NC(=O)N[C@@H]1CC[C@@H](CCNC(=O)C2CCCC2)O[C@@H]1CO	0.3
C[C@@H]1CN([C@H](C)CO)C(=O)c2cc(N(C)C)ccc2O[C@@H]1CN(C)S(=O)(=O)c1ccc(F)cc1	-6.7
O=C(C[C@@H]1CC[C@@H](NC(=O)Nc2cc(F)ccc2F)[C@@H](CO)O1)NCCCN1CCOCC1	-2.6
O=S(=O)(c1ccc(F)cc1)N1CCCCN2[C@@H](CO)[C@@H](c3ccc(-c4ccccc4F)cc3)[C@@H]2C1	0.2
O=C(C[C@@H]1C[C@H]2c3cc(NC(=O)NC4CCCCC4)ccc3O[C@H]2[C@H](CO)O1)NCc1ccccc1	-0.5
CCCC#Cc1ccc([C@@H]2[C@@H](C#N)N(S(C)(=O)=O)[C@@H]2CO)cc1	1.0
C[C@@H]1CN([C@H](C)CO)C(=O)c2cc(C#CCc3ccccc3)cnc2O[C@@H]1CN(C)Cc1cccc(C(=O)O)c1	1.3
O=C(C[C@H]1C=C[C@H](NS(=O)(=O)c2ccccc2)[C@@H](CO)O1)N1CCC(Cc2ccccc2)CC1	1.8
O=C(C[C@@H]1C[C@@H]2c3cc(NC(=O)C4CCOCC4)ccc3O[C@@H]2[C@@H](CO)O1)NCc1ccc2c(c1)OCO2	0.1
COc1ccccc1CN1[C@@H]2c3cccc(=O)n3C[C@@H]2[C@@H](CO)[C@@H]1C(=O)NCc1ccccc1	0.9
C/C=C/c1ccc2c(c1)O[C@@H](CN(C)C(=O)Cc1ccncc1)[C@@H](C)CN([C@H](C)CO)S2(=O)=O	0.0
CCC(=O)Nc1ccc2c(c1)C(=O)N(C)C[C@@H](OC)[C@@H](C)CN(CC1CCCCC1)[C@H](C)CO2	-0.4
C[C@H]1CCCCO[C@@H](CN(C)C(=O)CCCN(C)C)[C@@H](C)CN([C@@H](C)CO)C(=O)c2cc(NC(=O)C3CCCCC3)ccc2O1	-0.4
CC(C)NC(=O)N(C)C[C@H]1Oc2ccc(NC(=O)C3CCCCC3)cc2C(=O)N([C@H](C)CO)C[C@H]1C	-0.8
C[C@H]1CN([C@@H](C)CO)C(=O)Cc2cc(NS(=O)(=O)c3ccccc3)ccc2O[C@@H]1CN(C)Cc1ccncc1	0.4
COc1ccc2c3c([nH]c2c1)[C@@H](CO)N(CC1CC1)CC31CN(C(=O)Nc2cccc(F)c2)C1	0.3
CO[C@H]1CN(C)C(=O)c2cc(NC(=O)CC(F)(F)F)ccc2OC[C@@H](C)N(C(=O)C2CCOCC2)C[C@@H]1C	0.6
CN(Cc1ccccc1)CC(O)CC(O)c1ccccc1 (centres undefined)	-0.7
COc1ccc(S(=O)(=O)Nc2ccc3c(c2)C(=O)N([C@@H](C)CO)C[C@@H](C)[C@H](CN(C)CC2CCCCC2)O3)cc1	0.5
C[C@H](NC(=O)C[C@H]1CC[C@@H](NC(=O)c2cccnc2)[C@@H](CO)O1)c1ccccc1	0.1
C[C@H](CO)N1C[C@H](C)[C@H](CN(C)C(=O)c2cccc(F)c2)Oc2cc(-c3cccc(F)c3)ccc2S1(=O)=O	0.0
COc1ccc([Si](C)(C)[C@@H]2[C@@H](CCO)O[C@]3(C(=O)N4c5c(cc(OC)cc53)C(C)=CC4(C)C)[C@H]2C)cc1	0.0
O=C(NCC[C@@H]1CC[C@H](NC(=O)Nc2cc(F)ccc2F)[C@H](CO)O1)Nc1ccc(Cl)cc1	-1.1
CC(C)NC(=O)N(C)C[C@@H]1OCCCC[C@H](C)Oc2ccc(NC(=O)Nc3ccc(C(F)(F)F)cc3)cc2C(=O)N([C@@H](C)CO)C[C@H]1C	0.0
COc1ccc(S(=O)(=O)Nc2ccc3c(c2)[C@@H]2C[C@H](CC(=O)NCC4CC4)O[C@H](CO)[C@@H]2O3)cc1	-0.2
Cc1ccc(S(=O)(=O)Nc2ccc3c(c2)C(=O)N(C)[C@@H]2CC[C@@H](CC(=O)O)O[C@H]2CO3)cc1	0.5
CCCC#Cc1ccc([C@@H]2[C@H](CO)N3C(=O)CN(C(=O)Nc4cc(F)ccc4F)C[C@@H]23)cc1	-1.7
CO[C@H](CN(C)C(=O)c1ccc2c(c1)OCO2)[C@H](C)CN([C@@H](C)CO)S(=O)(=O)c1ccc(Cl)cc1	0.6
C[C@H]1CN([C@@H](C)CO)C(=O)c2cccc(NC(=O)NC3CCCCC3)c2O[C@@H]1CN(C)S(=O)(=O)c1ccc(Cl)cc1	0.7
CO[C@@H]1CN(C)C(=O)c2cc(NC(=O)NC(C)C)ccc2OC[C@H](C)N(Cc2ccccc2)C[C@H]1C	-0.6
C[C@@H]1CN([C@H](C)CO)C(=O)c2cc(NC(=O)Nc3ccccc3)ccc2O[C@H]1CN(C)Cc1ccc2c(c1)OCO2	-0.3
C[C@@H]1CCCCO[C@@H](CN(C)C(=O)CCCN(C)C)[C@@H](C)CN([C@@H](C)CO)C(=O)c2cc(NC(=O)C3CCCCC3)ccc2O1	-10.2
COc1ccc(S(=O)(=O)Nc2ccc3c(c2)CC(=O)N([C@@H](C)CO)C[C@@H](C)[C@H](CN(C)Cc2ccc(C(F)(F)F)cc2)O3)cc1	0.0
C/C=C/c1ccc2c(c1)O[C@@H](CN(C)C(=O)Cc1ccccc1)[C@H](C)CN([C@H](C)CO)S2(=O)=O	-0.8
C[C@H]1CN([C@@H](C)CO)S(=O)(=O)c2ccc(C#CCN(C)C)cc2O[C@H]1CN(C)C(=O)C1CCC1	0.7
O=C(C[C@H]1C=C[C@@H](NC(=O)Nc2ccccc2F)[C@H](CO)O1)NCc1ccccc1	-0.4
C[C@@H]1CN([C@@H](C)CO)S(=O)(=O)c2ccc(-c3ccc(C(=O)N(C)C)cc3)cc2O[C@@H]1CN(C)C(=O)C1CCOCC1	-0.6
CC(C)C#Cc1ccc([C@@H]2[C@H]3CN(CC4CC4)CCCCN3[C@H]2CO)cc1	1.0
C[C@@H]1CCCCO[C@@H](CN(C)S(=O)(=O)c2ccc(F)cc2)[C@@H](C)CN([C@H](C)CO)C(=O)c2cc(NC(=O)NC3CCCCC3)ccc2O1	-1.6
COCCNC(=O)C[C@H]1CC[C@H]2[C@@H](COC[C@H](O)CN2Cc2cccc(-c3ccncc3)c2)O1	-1.3
C[C@H]1CN([C@@H](C)CO)C(=O)c2cc(NC(=O)C3CCCCC3)ccc2O[C@H]1CN(C)CC1CC1	0.4
CCCNC(=O)N(C)C[C@@H]1Oc2ncc(C3=CCCCC3)cc2C(=O)N([C@H](C)CO)C[C@@H]1C	-1.1

Bioassay records from PubChem BioAssay.

A portion of the library; the hit share may differ from the screen's.
